Compound activity deposited in PubChem by National Center for Advancing Translational Sciences (NCATS).
PKM2 activator: activators of human pyruvate kinase M2; Potency, µM (titrated, usually from 57.5 µM), for the others: top-dose activation, actives largely listed as activators; P14618; purified PKM2, Kinase-Glo ATP luminescence, activation; response scale: 0% is enzyme alone, no compound; 0.34% of 260,000 active; also: potency is read from the fitted curve at half-maximal effect; % is scaled to controls: 0 for no effect and ±100 for the full control effect; nearly all actives have a fitted effect of over 55% in size
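Purified hPK-M2 (>95% pure) converted ADP (0.1 mM final) to ATP with 0.5 mM PEP in 50 mM imidazole pH7.2, KCl, MgCl2, Tween 20, BSA; 1 h at room temperature. ATP detected by Kinase-Glo luminescence.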
Menin-MLL TR inh: displaces Texas Red mutant MLL peptide from human menin; O00255; Menin + Texas Red MLL mutant peptide, fluorescence polarization; Potency, µM (top dose mostly 61.6 µM), for the others: at the top dose FP activity change, negative = inhibition, actives largely listed as inhibitors; 0.23% of 270,000 active; AID 1768; active = well fitted inhibition curve with a large enough effect in the polarisation, with a control signal flat, not every such curve was filed as active; inconclusive = small, poorly fitted or top-dose-only effect, or effect the other way, or a change in a side signal; inactive = no such curve, though single readings can be large or run the other way; the % refers to the polarisation; also: potency is read from the fitted curve at half-maximal effect; % of control where 0% means no effect; many of its hits are not listed in these tables
USP2a block: USP2a (human) protease inhibition. 0.01% of 330,000 active. USP2 core, Ub-CHOP2 coupled fluorogenic reporter, 485/531. Potency, µM (titrated, usually from 38.3 µM), for inactives: at the highest dose activity change, negative = inhibition, hits mostly inhibitors. O75604. AID 463254;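 also: potency is read from the fitted curve at half-maximal effect; plate controls were DMSO wells for no effect and full inhibition by NEM control for full effect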
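Deubiquitinase activity read as fluorescence (485/531 nm) after Ub-CHOP2 cleavage activates the enterokinase reporter on its substrate; USP2 core 10nM, Ub-CHOP2 and substrate 25nM each, 30min compound preincubation then 60min RT; data normalized to NEM, curves fitted.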
KCNH2 WT inh: blocks the wildtype human KCNH2 potassium channel | AID 720551 | Q12809 | activity change, % at 1.84 µM | U2OS, BacMam KCNH2, thallium flux FluxOr; hits give low values | 0.37% of 340,000 active;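 active = maximum activity change below -70%; inconclusive = maximum activity change between -70% and -50%; inactive = maximum activity change above -50%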; also: % is scaled to controls: 0 for no effect and ±100 for the full control effect
Target sequence (Q12809 whole entry, looked up): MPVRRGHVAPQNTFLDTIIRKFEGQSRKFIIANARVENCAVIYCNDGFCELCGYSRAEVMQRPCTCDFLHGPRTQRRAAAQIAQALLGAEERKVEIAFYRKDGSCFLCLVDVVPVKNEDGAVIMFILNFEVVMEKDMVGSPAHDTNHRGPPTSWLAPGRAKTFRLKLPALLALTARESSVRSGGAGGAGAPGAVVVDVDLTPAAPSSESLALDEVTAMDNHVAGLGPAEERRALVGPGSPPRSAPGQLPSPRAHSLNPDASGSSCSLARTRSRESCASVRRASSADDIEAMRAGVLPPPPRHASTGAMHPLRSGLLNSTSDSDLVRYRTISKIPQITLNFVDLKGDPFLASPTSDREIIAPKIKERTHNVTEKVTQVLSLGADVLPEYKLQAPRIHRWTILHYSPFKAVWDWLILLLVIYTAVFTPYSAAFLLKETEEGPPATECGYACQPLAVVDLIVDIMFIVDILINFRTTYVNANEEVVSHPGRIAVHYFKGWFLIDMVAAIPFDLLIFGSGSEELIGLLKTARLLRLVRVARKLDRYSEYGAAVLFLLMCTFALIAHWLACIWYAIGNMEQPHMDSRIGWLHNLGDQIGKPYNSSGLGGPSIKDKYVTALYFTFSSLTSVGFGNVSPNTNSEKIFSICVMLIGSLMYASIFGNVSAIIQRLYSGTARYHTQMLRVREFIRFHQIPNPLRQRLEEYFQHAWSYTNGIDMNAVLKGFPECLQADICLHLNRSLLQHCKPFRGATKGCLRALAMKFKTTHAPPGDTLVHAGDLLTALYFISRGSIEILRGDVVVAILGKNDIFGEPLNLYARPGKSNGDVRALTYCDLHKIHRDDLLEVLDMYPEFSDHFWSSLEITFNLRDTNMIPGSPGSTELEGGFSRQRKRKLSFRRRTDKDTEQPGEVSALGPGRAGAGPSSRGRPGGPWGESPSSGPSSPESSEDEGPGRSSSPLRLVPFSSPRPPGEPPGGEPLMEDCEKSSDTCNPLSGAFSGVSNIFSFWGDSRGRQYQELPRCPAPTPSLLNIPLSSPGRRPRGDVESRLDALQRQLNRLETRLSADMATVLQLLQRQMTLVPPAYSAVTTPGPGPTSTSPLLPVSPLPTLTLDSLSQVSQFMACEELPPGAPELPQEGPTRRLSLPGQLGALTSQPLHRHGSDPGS
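U2OS cells were transduced with wild-type KCNH2 virus (2.03 x 10^8 / mL) for 4 h at room temperature, then cultured overnight at 37 C. Thallium flux was read with FluxOr dye. Rate constants were normalized to DMSO controls.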
MBNL1 CUG block: MBNL1-poly(CUG) RNA binding inhibition | Potency, µM (top dose mostly 57.5 µM), without a hit: at the highest dose activity change, negative = inhibition, hits mostly inhibitors | Q9NR56 | 0.036% of 280,000 active | TR-FRET MBNL1-His/biotin-(CUG)12 binding, 665/545 ratio; active = well fitted inhibition curve with a large enough effect in the signal ratio, with a control signal flat, not every such curve was filed as active; inconclusive = small, poorly fitted or top-dose-only effect, or effect the other way, or a change in a side signal; inactive = no such curve, though single readings can be large or run the other way; the % refers to the signal ratio; also: potency is read from the fitted curve at half-maximal effect; % is scaled to controls: 0 for no effect and ±100 for the full control effect
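His-tagged MBNL1 binding to biotinylated (CUG)12 RNA was measured by TR-FRET using terbium anti-His antibody (0.055 ng/ul final) and streptavidin-XL665 (5 nM final). Compounds were titrated 92 nM to 58 uM; 60 min at room temperature.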
BCR signal inh: inhibitors of chronic active B-cell receptor signaling; ABC-DLBCL IkBa-CBG/CBR reporter, luminescence ratio, 4 h; Potency, µM (titrated, usually from 46.1 µM), without a hit: at the highest dose ratio change, negative = lower green/red ratio, usual class: inhibitors; 0.05% of 340,000 active; AID 493014; active = well fitted inhibition curve with a large enough effect in the signal ratio, with a control signal flat, not every such curve was filed as active; inconclusive = small, poorly fitted or top-dose-only effect, or effect the other way, or a change in a side signal; the % refers to the signal ratio;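 also: potency is read from the fitted curve at half-maximal effect; plate controls were basal doxycycline-induced cells for no effect and cells given 10 µM MG132 for full effect; MG132 reads +100%, hits lower the ratio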
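Concentration-response series (up to 46 uM) were applied to TMD8 dual-reporter cells for 4 h at 37C with doxycycline. Green/red ratio, after filter-overlap correction, defined %Activity; red signal alone was normalised to basal cells and zero luminescence.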
Mito fusion yeast: inhibitors of mitochondrial division or activators of mitochondrial fusion. Potency, µM (doses to about 46.1 µM), without a hit: at the top dose growth rescue (activation), hits mostly activators. S. cerevisiae fusion-defective mutant growth rescue, CellTiterGlo 48 h. 0.23% of 320,000 active. AID 485298;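 also: potency is read from the fitted curve at half-maximal effect; % of control where 0% means no effect; nearly all actives have a fitted effect of over 45% in size; temperature-sensitive fusion mutants such as fzo1-1 at 37 °C on non-fermentable ethanol glycerol medium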
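Growth-rescue viability read-out: after 48 h at the non-permissive 37C in glycerol/ethanol YPEG, yeast mitochondrial fusion mutants are measured by CellTiterGlo luminescence; compounds (23 nl pinned per well) restoring growth score as division inhibitors or fusion activators.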
Eya2 phos inh: Eya2 (human) phosphatase inhibition; Potency, µM (series often up to 76.9 µM), inactives show at the top dose activity, negative = inhibition, most hits filed as inhibitors; 0.006% of 330,000 active; recombinant Eya2, OMFP fluorescence dephosphorylation (OMFP is methylfluorescein phosphate); also: potency is read from the fitted curve at half-maximal effect; % is scaled to controls: 0 for no effect and ±100 for the full control effect
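Eya2 (0.2 uM) preincubated 10 min at ambient with compound, then OMFP substrate added at 50 uM; 10 min reaction in 50 mM HEPES pH 7.5, 50 mM NaCl, 5 uM MgCl2, 0.05% BSA, 1 mM DTT. Fluorescence read at Ex 485/Em 525 nm.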
ASM inhibitor: human S-ASM enzyme inhibition; P17405; placental ASM, HMU-PC fluorogenic substrate, 60 min; Potency, µM (series often up to 57.5 µM), inactives show at the highest dose activity change, negative = inhibition, most hits filed as inhibitors; 0.006% of 340,000 active; also: potency is read from the fitted curve at half-maximal effect
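Fluorescence read-out (Ex 386 nm, Em 447 nm) after stopping the reaction at pH 10. Enzyme: ASM from human placenta; substrate HMU-PC0, 9 uM final; 60 min, 37 °C. Compound preincubation 10 min, ambient temperature.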
GALK inh: blocks human galactokinase activity | P51570 | 0.007% of 270,000 active | Potency, µM (series often up to 57.5 µM), for inactives: at the top dose activity change, negative = inhibition, actives largely listed as inhibitors | AID 1868 | Purified GALK, Kinase-Glo residual ATP luminescence; also: potency is read from the fitted curve at half-maximal effect; % is scaled to controls: 0 for no effect and ±100 for the full control effect
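The enzyme phosphorylates galactose (100 uM) using ATP (35 uM); inhibition is detected as higher residual ATP, quantified by bioluminescence after 1 h reaction at room temperature, pH 8.0.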
TSHR antagonist: blocks TSH signaling through the human TSH receptor; P16473; TSHR-expressing cells, TSH-stimulated cAMP HTRF, 2 h; hits give low values; activity change, negative = inhibition, % at 11.5 µM; 0.2% of 330,000 active;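 active = activity change below a set negative limit, meaning inhibition stronger than a set level, cut at about -70% in these data; inconclusive = activity change between two set negative limits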; also: % is scaled to controls: 0 for no effect and ±100 for the full control effect
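TSHR-expressing cells, 200/well, pre-treated with compound, then stimulated with EC80 TSH (4nM final) for 2 hours at 37 deg C. cAMP measured by competitive HTRF: anti-cAMP cryptate antibody in lysis buffer plus cAMP-d2, read after 30 minutes at room temperature.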
Active calls of the source: *; i = inactive; ? = inconclusive; . = no result given; [ ] = dose if it differs, or a comment. Unless noted, calls follow the shape of the dose curve; as a rule, active = well fitted curve in the direction sought with a large enough effect; inconclusive = small, poorly fitted or top-dose-only effect, or another doubt; inactive = no such curve, though single readings can be large; an effect the other way counts as inactive or inconclusive. This is a subset, so the mix of outcomes need not match the whole.

SMILES	PKM2 activator	Menin-MLL TR inh	USP2a block	KCNH2 WT inh	MBNL1 CUG block	BCR signal inh	Mito fusion yeast	Eya2 phos inh	ASM inhibitor	GALK inh	TSHR antagonist
O=C(CSc1nc2ccccc2o1)NC1CCCC1	3.2%	-5.2%	2.7%	-1.3	-8.4%	8.5%	?	8.9%	-0.8%	-2.2%	3.1
Cc1ccc(NS(=O)(=O)c2ccc(-n3cccn3)cc2)c(C)c1	.	.	-1.4%	1.4	-1.3%	1.1%	6.5%	-0.4%	-5.1%	-4.4%	1.2
O=C(NCC1CCCO1)C1CCN(C2CCN(C(=O)C3CCCCC3)CC2)CC1 (stereo unspecified)	-3.9%	-17.4%	-1.4%	-0.3	-6.7%	9.6%	1.0%	5.9%	1.4%	11.6%	-4.0
CCOc1ccc(N2CC(C(=O)Nc3ccccc3C(=O)N3CCOCC3)CC2=O)cc1 (stereo unspecified)	-0.6%	8.5%	-1.2%	2.4	-8.0%	-3.9%	-1.7%	13.1%	-0.8%	12.0%	-9.5
COc1ccc(C(=O)NC(=S)Nc2ccc(N3CCCC3)cc2)cc1OC	-12.1%	10.9%	2.1%	-19.3	-15.5%	-7.9%	6.3%	2.8%	-12.1%	-2.2%	12.3
Cn1c(N)c(S(=O)(=O)c2ccc(Br)cc2)c2nc3ccccc3nc21	25.1µM*	9.8%	-8.6%	-3.4	9.3%	?	-2.7%	-8.6%	i	0.1%	13.7
COc1ccc(CCN2CC(C(=O)N(C)C3CCOCC3)CCC2=O)cc1 (stereo unspecified)	.	-10.1%	-0.3%	-0.2	-6.4%	1.9%	-5.7%	0.6%	-1.1%	-0.1%	-36.6
Cc1ccc(S(=O)(=O)NCC(C)n2cncn2)cc1 (stereo unspecified)	1.5%	9.2%	-1.1%	-0.2	1.9%	-6.7%	-9.5%	-1.6%	2.6%	0.6%	2.0
O=C(c1cccc(Cl)c1)N1CCC(=O)N(C(COCc2cccc(Cl)c2)Cc2ccccc2)CC1 (stereo unspecified)	3.9%	?	3.9%	10.9	8.5%	-5.1%	?	-5.2%	-7.8%	.	1.2
Cc1cccc(Nc2nc(N)c([N+](=O)[O-])c(NCCO)n2)c1	1.5%	.	-0.3%	2.5	.	18.4%	13.4%	0.0%	-5.8%	7.2%	-0.2
O=C(OCC(=O)N1CCc2ccccc21)c1c2c(nc3ccccc13)CCCCC2	-5.3%	-6.1%	1.6%	-1.4	-4.2%	0.9%	?	-1.8%	-16.4%	1.5%	-18.2
COc1ccc(Oc2ccc3c(C(F)(F)F)cc(C(F)(F)F)nc3n2)cc1	-3.1%	?	1.0%	4.7	6.2%	-1.4%	0.1%	5.3%	-1.4%	-0.6%	0.4
CC(C)[C@H](NC(=O)c1ccccc1)C(=O)OCC(=O)Nc1ncc(Cl)cc1Cl	.	.	2.0%	-4.6	.	?	.	4.3%	-1.6%	.	1.2
CC(=O)N1Cc2cc([N+](=O)[O-])ccc2Oc2ccccc21	22.9%	-11.8%	8.4%	-4.2	?	-8.2%	-2.7%	?	-0.2%	1.3%	-2.6
O=C(Nc1ccc(S(=O)(=O)NCC2CCCO2)cc1)c1ccccc1 (stereo unspecified)	0.9%	7.5%	2.9%	-7.7	-2.9%	0.5%	-0.1%	-2.5%	-3.0%	0.7%	20.8
CCOC(=O)N1CCN(C(=O)CSc2ccc3nnc(-c4ccncc4)n3n2)CC1	0.2%	1.5%	1.6%	-8.6	-7.6%	3.5%	2.9%	13.5%	0.0%	7.4%	8.5
COc1ccc(CC(=O)N(C)C2CCCCC2)cc1S(=O)(=O)N1CCOCC1	-0.9%	-26.1%	0.2%	14.8	-3.6%	0.1%	1.4%	1.1%	-0.9%	3.6%	6.3
C[C@@H]1CCCCCCCCC(=O)OCCN1C(=O)OC(C)(C)C	.	.	2.2%	-6.6	.	3.6%	8.0%	-9.7%	-0.7%	.	-19.6
Cc1cccc(C)c1NC(=O)CSc1nnc([C@H](C)NC(=O)OC(C)(C)C)o1	-2.5%	-3.1%	-0.6%	-8.1	-3.0%	7.5%	3.0%	-5.3%	-2.7%	-0.6%	-11.2
COc1ccc(N(CC(=O)NCc2ccco2)S(=O)(=O)c2ccc(C)cc2)cc1OC	.	?	1.9%	-5.9	-1.5%	-3.9%	-2.2%	15.2%	1.7%	-0.8%	4.5
N=c1c2c3c(sc2ncn1Cc1ccco1)CCCCC3	-0.8%	-21.9%	0.4%	13.2	-11.2%	-0.3%	2.2%	-3.3%	3.1%	2.5%	18.3
CCOC(=O)N1CCN(C(=O)CSc2nnc(Cc3ccccc3)o2)CC1	-0.9%	-16.6%	1.3%	-1.8	-2.5%	3.0%	12.0%	4.5%	-1.2%	2.9%	-7.9
CCN(c1ccccc1)S(=O)(=O)c1cc2c(cc1C)n(C)c(=O)c(=O)n2C	-13.5%	5.5%	-0.5%	-3.8	-2.4%	-3.6%	-2.4%	3.3%	6.2%	.	6.7
Cc1cc(C)c(C)c(C(=O)COC(=O)CNC(=O)CN2C(=O)c3ccccc3C2=O)c1C	3.0%	-13.4%	-7.0%	-21.4	-4.5%	-4.0%	-8.7%	5.8%	-0.3%	0.4%	3.0
Cc1cc(C)cc(NC(=O)COC(=O)c2ccc3c(c2)OCCO3)c1	.	.	-0.9%	-2.9	.	0.3%	-5.2%	2.2%	4.9%	.	3.8
CCCCC1(CO)C(=O)N(c2ccccc2)N(c2ccccc2)C1=O	?	.	-4.1%	0.2	-5.6%	-3.0%	2.9%	-3.8%	-2.4%	.	5.5
O=C(Nc1cccc2ncccc12)c1ccc(Br)c([N+](=O)[O-])c1	-8.2%	16.3%	3.4%	1.8	?	-7.2%	0.6%	-4.0%	0.2%	-2.4%	-25.2
COC(=O)c1ccccc1-n1c(CCC(=O)O)ccc1-c1ccccc1	-3.3%[11.5 µM]	12.6%	3.6%	-9.6	3.2%	0.6%	1.4%	14.5%	8.0%	-10.0%	23.8
CN(C)c1nnnn1Cc1ccccc1	-3.0%	7.8%	4.2%	3.9	.	-5.6%	-1.8%	-28.2%	1.3%	10.8%	-3.8
Cn1c(Cn2nnc3ccccc32)nnc1SCC(=O)c1ccccc1F	-3.1%	.	0.6%	-2.0	-5.7%	?	1.6%	-37.2%	-0.1%	-1.7%	6.9
CC(NC(=O)[C@H](C)NC(=O)c1ccco1)c1ccc(S(N)(=O)=O)cc1 (stereo partly specified)	-0.5%	4.1%	0.5%	-0.5	-7.8%	3.6%	-0.1%	-9.7%	5.1%	-0.6%	5.9
CSc1ccc(CN2CCCCCC2)cc1	-4.7%	5.7%	-1.0%	59.9	-1.9%	-1.2%	6.1%	?	1.2%	-0.1%	-4.7
CCOC(=O)c1c(-c2ccc(C)cc2)csc1NC(=S)NC(=O)c1ccccc1	4.2%	?	0.1%	4.5	-6.9%	-0.2%	1.1%	-36.5%	-14.0%	-0.2%	-2.5
COc1ccc2oc(C(=O)OCC(=O)NCCc3ccccc3)c(C)c2c1	.	.	1.8%	-6.5	.	?	14.0%	-2.1%	.	.	-0.4
COC(=O)CCC(=O)c1oc2ccc(OC)cc2c1N	0.5%	-0.9%	0.0%	-1.6	?	20.4%	-1.7%	-32.5%	36.5%	0.2%	-0.7
